HP1b chromo inh: blocks HP1-beta chromodomain binding to methylated histone tails; Potency, µM (highest dose often 114 µM), for inactives: top-dose activity change, negative = inhibition, actives largely listed as inhibitors; AID 540317; P83916; hit rate 0.56% among 390,000; AlphaScreen HP1-beta / biotin-H3K9me3 peptide binding; also: potency is read from the fitted curve at half-maximal effect; nearly all actives have a fitted effect of over 70% in size; inactives centre near 23
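AlphaScreen: HP1-beta (50 nM) preformed 30 min with biotin-H3(1-18)K9me3 peptide (50 nM) in PBS pH 7.4, 0.01% Tween-20. Compound added for 30 min at RT, then streptavidin donor/nickel chelate acceptor beads (10 ug/mL) for 30 min.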
ERG-DNA inh: blocks human ERG Ets domain binding to DNA | P11308 | fluorescence polarization, His-ERG Ets domain / labelled DNA | Potency, µM (series often up to 76.9 µM), inactives show top-dose FP activity, negative = inhibition, usual class: inhibitors | hit rate 0.028% among 370,000 | AID 624246; active = well fitted inhibition curve with a large enough effect in the polarisation, with a control signal flat; inconclusive = small, poorly fitted or top-dose-only effect, or effect the other way, or a change in a side signal; inactive = no such curve, though single readings can be large or run the other way; the % refers to the polarisation;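 also: polarization taken with two DNA probes labelled with fluorescein and Texas red; potency is read from the fitted curve at half-maximal effect; % of control where 0% means no effect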
Target sequence (P11308 whole entry, looked up, the tested form may be a part): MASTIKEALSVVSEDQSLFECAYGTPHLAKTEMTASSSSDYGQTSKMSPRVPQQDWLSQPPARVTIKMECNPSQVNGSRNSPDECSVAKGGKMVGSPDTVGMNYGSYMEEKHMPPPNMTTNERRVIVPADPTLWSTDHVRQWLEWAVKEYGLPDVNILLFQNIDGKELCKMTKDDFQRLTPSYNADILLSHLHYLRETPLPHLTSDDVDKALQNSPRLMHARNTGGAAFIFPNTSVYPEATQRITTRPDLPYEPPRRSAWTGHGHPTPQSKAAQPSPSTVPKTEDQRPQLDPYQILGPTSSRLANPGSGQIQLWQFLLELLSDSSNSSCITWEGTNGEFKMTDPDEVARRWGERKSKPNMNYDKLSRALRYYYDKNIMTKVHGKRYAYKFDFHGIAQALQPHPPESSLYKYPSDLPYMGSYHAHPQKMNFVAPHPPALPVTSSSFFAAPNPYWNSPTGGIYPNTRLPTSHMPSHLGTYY
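His-tagged ERG Ets domain (1 uM in the protein solution; 300mM KCl, 50mM Tris-HCl, 1mM EDTA, 1mM DTT, pH 7.5) received compound, then a probe mix of 5 nM fluorescein-DNA and 100nM Texas-615-DNA. Fluorescence polarization was read for both dyes.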
12-LOX inh: ALOX12 (human) lipoxygenase inhibition. P18054. Potency, µM (highest dose often 108 µM), inactives show at the highest dose activity change, negative = inhibition, actives largely listed as inhibitors. AID 1671190. purified 12hLO, xylenol orange hydroperoxide absorbance. hit rate 1.1% among 580,000; also: potency is read from the fitted curve at half-maximal effect; % is scaled to controls: 0 for no effect and ±100 for the full control effect
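Purified human 12hLO (150 nM final) in 25 mM Hepes, 0.01% Triton X-100, pH 7.0 was preincubated 15 min at room temperature with compound. Then 40 uM arachidonic acid was added, 30 min. Hydroperoxide was read by Fe-XO absorbance ratio 573/405 nm.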
BAZ2B block: BAZ2B (human) inhibition | Q9UIF8 | AlphaScreen BAZ2B-H3K14Ac peptide displacement | Potency, µM (titrated, usually from 114 µM), without a hit: top-dose activity change, negative = inhibition, actives largely listed as inhibitors | hit rate 4.4% among 360,000 | AID 504333; also: potency is read from the fitted curve at half-maximal effect; % is scaled to controls: 0 for no effect and ±100 for the full control effect; nearly all actives have a fitted effect of over 60% in size
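AlphaScreen luminescence quantifies BAZ2B engagement of H3K14Ac peptide; the protein and biotinylated peptide are both at 50 nM final, buffer PBS pH 7.4 with 0.01% Tween-20, all steps at room temperature.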
GLS inh: glutaminase GLS (human) inhibition. hit rate 0.21% among 410,000. GLS enzymatic activity, qHTS titration. O94925. Potency, µM (highest dose often 45.5 µM), inactives show top-dose activity change, negative = inhibition, hits mostly inhibitors; also: potency is read from the fitted curve at half-maximal effect; % is scaled to controls: 0 for no effect and ±100 for the full control effect
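Glutamate formation by hKGA was monitored fluorometrically using coupled glutamate oxidase, HRP and Amplex Red. Substrate was added as 1 mM L-glutamine solution; incubation was 30 min at RT after an initial read.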
PI4K2A block: blocks human PI4K2A kinase activity; Q9BTU6; purified PI4K2A, ADP-Glo luminescence, 1 h; hits give low values; activity change, negative = inhibition, % at 76.9 µM; hit rate 0.13% among 420,000; AID 1346378; in the data active = activity change below about -50%; inconclusive = mostly about -30% to -49%;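 also: -100% = wells without enzyme as full effect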
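ADP-Glo luminescence measured ADP generated by PI4K2A enzyme (4 ug/mL before mixing) with 1.2 mM PI substrate (pre-mix) and 300 microM ATP (pre-mix). Tris pH7.5 buffer with MgCl2, Triton X-100; 1 h reaction at ambient temperature.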
G9a block: G9a (human) methyltransferase inhibition. Q96KQ7. G9a H3K9 monomethylation, AlphaScreen, 2 h. Potency, µM (series often up to 102 µM), inactives show at the highest dose activity, negative = inhibition, hits mostly inhibitors. hit rate 8.8% among 350,000. AID 504332; also: potency is read from the fitted curve at half-maximal effect; % is scaled to controls: 0 for no effect and ±100 for the full control effect; nearly all actives have a fitted effect of over 75% in size
Target sequence (Q96KQ7 913-1193 limits assumed): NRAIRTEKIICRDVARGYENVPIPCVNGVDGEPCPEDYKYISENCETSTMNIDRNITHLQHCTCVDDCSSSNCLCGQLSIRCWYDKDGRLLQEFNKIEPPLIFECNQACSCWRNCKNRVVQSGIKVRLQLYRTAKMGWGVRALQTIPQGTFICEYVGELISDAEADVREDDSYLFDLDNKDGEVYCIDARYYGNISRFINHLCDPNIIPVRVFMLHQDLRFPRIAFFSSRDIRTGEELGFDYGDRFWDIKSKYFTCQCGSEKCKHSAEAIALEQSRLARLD
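AlphaScreen detection with an anti-monomethyl H3K9 antibody quantified product after a 2 h room-temperature reaction containing 500 nM biotinylated H3K9 peptide, 20 µM SAM and 20 nM enzyme, which had been preincubated 15 min with compound.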
JMJD2A Tudor inh: blocks the human JMJD2A Tudor domain. O75164. AlphaScreen JMJD2A-Tudor / H3K4me3 peptide binding. Potency, µM (highest dose often 114 µM), without a hit: at the top dose activity change, negative = inhibition, most hits filed as inhibitors. hit rate 4.4% among 390,000. AID 504339; also: potency is read from the fitted curve at half-maximal effect; % is scaled to controls: 0 for no effect and ±100 for the full control effect; nearly all actives have a fitted effect of over 50% in size
RGS4 inhibitor: inhibitors of human regulator of G protein signaling 4 | P49798 | Transcreener GDP fluorescence polarization, RGS4-accelerated GTP hydrolysis | AID 504845 | hit rate 0.039% among 390,000 | Potency, µM (series often up to 114 µM), for inactives: at the highest dose activity change, negative = inhibition, most hits filed as inhibitors; also: potency is read from the fitted curve at half-maximal effect; % is scaled to controls: 0 for no effect and ±100 for the full control effect; nearly all actives have a fitted effect of over 75% in size; some results filed as inactive show a strong effect at the top dose
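MLSMR compounds (23 nl, pin-transferred) preincubated 10 min at room temperature with a 500nM (2x) first reagent, then RGS4 at 900nM (2x) plus Transcreener GDP mix added; fluorescence polarization (620/688 nm) read before and after 90 min at 30 °C.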
Starred values were filed as active, the others as inactive; i = inactive; ? = inconclusive; · = no result given; & = joins results of further samples; [ ] = remark or other dose. Unless noted, calls follow the shape of the dose curve; as a rule, active = well fitted curve in the direction sought with a large enough effect; inconclusive = small, poorly fitted or top-dose-only effect, or another doubt; inactive = no such curve, though single readings can be large; an effect the other way counts as inactive or inconclusive. An excerpt, so the mix of outcomes need not match the whole.

SMILES	HP1b chromo inh	ERG-DNA inh	12-LOX inh	BAZ2B block	GLS inh	PI4K2A block	G9a block	JMJD2A Tudor inh	RGS4 inhibitor
COC(=O)COc1cccc(-n2cnnn2)c1	27%	-2%	7%	-1%	7%	7	1%	4%	-9%
CC(C)N1CCN(Cc2cccc3nonc23)CC1CCO (configuration not stated)	27%	-7%	3%	-2%	2%	-1	-3%	-19%	19%
CC(=O)c1ccc(NS(=O)(=O)c2cnc(N)nc2)cc1	15%[57 µM]	1%	-24%	?	4%	1	?	-13%	-9%
CC1CCN(CC(=O)N2c3ccccc3CC2C)CC1 (configuration not stated)	28%	2%	-10%	-3%	78%[activator]	-2	-4%	-4%	-14%
C=CCn1c(=NC(=O)C2CCCCC2)sc2cc(NC(C)=O)ccc21	28%	3%	?	6%	-6%	-4	-9%[59 µM]	-15%	17%
CC1=C(C(=O)OC(C)C)C(c2ccco2)NC(=O)N1 (configuration not stated)	9%	-1%	i	?	-5%	-14	-10%[59 µM]	?	-17%
CCOc1c(C#N)c(C#N)c2nc(C)cc(C)n12	30%	-1%	12%	27%	-3%	-3	5%	8%	24%
CC(NC(=O)CCc1c[nH]c2ccccc12)c1ccccc1 (configuration not stated)	11%	-3%	0%&2%	-3%	11%	-6	-7%	-6%	3%
CCOc1ccc(Nc2nc(Cc3nnc(SCC(=O)N(CC)CC)n3C)cs2)cc1	26%	-15%	?	?	19%	3	-6%[59 µM]	-15%[57.1 µM]	22%[11.4 µM]
O=C(OCC(=O)N1CCN(C(=O)c2ccco2)CC1)c1sc2cc(F)ccc2c1Cl	16%	-5%	42%[activator]	?	16%	-18	-46%[12.7 µM]	-26%	27%
CCOC(=O)c1ccccc1NC(=O)c1ccc2nc[nH]c2c1	23%	-16%	18%	-5%	11%	1	3%	-23%	44%
CC(=O)Oc1c(C(=O)c2nnc(C)o2)c(=O)n(C)c2ccccc12	41%	-1%	1%	6%	2%	-2	-14%[59 µM]	-2%	14%
COc1ccc(Cn2c(C(=O)O)c(CNC3CCC(C)CC3)c3ccc(C)cc32)cc1 (configuration not stated)	14%	3%	?	?	14%	1	?	-26%	24%
O=C(Nc1nccs1)C1CCN(S(=O)(=O)c2cccnc2)CC1	37%	-6%	48%[activator]	-3%	7%	2	19%	-13%	8%
COC(=O)c1ccc(-c2nc3cc(N)ccc3o2)cc1	45%	-4%	0%	5%	-11%	-30	26%[59 µM]	-10%	-32%
O=C(CCc1ccccc1)N1CCN(CCO)CC1	56%[activator]	3%	7%[57.4 µM]	-3%	-10%	2	?	-6%	-11%
CS(=O)(=O)N1CCN(c2ccccc2NC(=S)NC(=O)c2ccco2)CC1	10%	3%	?	·	4%	0	·	-14%	-29%
COc1cc(-c2nnc(SCCOc3ccccc3)o2)cc(OC)c1OC	43%[activator]	2%	-15%	3%	-7%	-4	-23%[59 µM]	-13%	3%
COc1ccc(NC(=O)CCCCCN2C(=O)CCC2=O)cc1Cl	29%	5%	5%	2%	2%	-2	-46%	5%	29%
Cc1cc(C)nc(-n2ncc3c2CC(c2cccc(Cl)c2)CC3=O)n1 (configuration not stated)	31%	-7%	0%	-2%	-2%	5	25%	-23%	-1%
COc1ccc(CCNC(=O)c2cc3ccccc3oc2=O)cc1	27%	5%	1%	-4%	-6%	-2	·	-8%	-5%
O=C(O)CCC(=O)OCc1c(-c2ccccc2)ncc2ccccc12	25%	-1%	-32%	6%	5%	-1	9%[0.501 µM]	-6%	16%
CCOc1c(Br)cc(CNc2ccc(N3CCOCC3)cc2)cc1OC	?	-11%	?	25µM*	68%[activator]	2	11µM*	50µM*	-22%[56.9 µM]
CCN(CC)c1ccc(NS(=O)(=O)c2ccc(-c3ccc(=O)[nH]n3)o2)c(C)c1	37%	9%	-6%	?	-3%	-6	-17%[59 µM]	1%	2%
CCN(c1ccccc1)c1ccc2cc(S(=O)(=O)N3CCCC3)ccc2n1	147%[activator]	-6%	?	51%[activator]	6%	-5	18%[59 µM]	77%[activator]	19%
CCOc1cc(N2CCOCC2)c(OCC)cc1NC(=O)Cn1cnnn1	22%	-1%	6%	·	53%[activator]	-1	·	-21%	-16%
O=C1c2ccccc2C(O)N1c1ccc(Cl)cc1 (configuration not stated)	47%[activator]	-2%	-1%	-5%	-1%	0	-21%	-4%	1%
CCCCC(=O)/C=C/n1c(=S)oc2ccccc21	56%[activator]	-4%	3%	7%	-6%	0	-6%[59 µM]	2%	-48%
Cc1ccc(S(=O)(=O)N(CCCO)Cc2cc3c(C)ccc(C)c3[nH]c2=O)cc1	14%	6%	-6%	-1%	1%	6	4%[59 µM]	-21%	-32%
ClCc1nc2ccccc2n1Cc1ccccc1	43%[activator]	-7%	?	?	0%	-2	·	-14%	20%
O=C(CCn1nnc2ccccc2c1=O)NCC1CCC(C(=O)O)CC1 (configuration not stated)	15%	-4%	0%	13%	-17%	-1	9%[59 µM]	-12%	-20%
Cc1ccc2nc3c(cc(C(=O)NC4CCCCC4)c(=N)n3C3CCCCC3)c(=O)n2c1	-14%	19%	-12%	1%	-5%	1	14%	-24%	0%
Cc1ccc2c(c1)N(C(=O)CCC(=O)NC1CCCCCC1)CCO2	52%[activator]	17%	1%	11%	1%	-6	10%	-4%	-2%
COc1cccc(-n2c(C)c3c(OC)cccc(=O)c3c2C)c1	-19%	1%	?	56µM*	0%	-3	?	?	-3%
CCOC(=O)C(=COC(=O)c1ccccc1)NC(=O)Cc1ccccc1	38%	8%	-18%	·	?	0	·	-25%	27%
Cn1c(C(=O)Nc2ccc3c(c2)OCCO3)cc2sccc21	-19%	1%	-2%	?	-4%	0	50µM*	?	-18%
Cc1ccc(-n2nnnc2SCC(=O)c2cc(C)n(-c3cc(C)on3)c2C)c(C)c1	21%	·	?	-36%	10%	-1	-13%[59 µM]	-15%	-17%
O=C(NCCN1CCOCC1)c1csc2c1CCCC2	23%	·	22%	-2%	-5%	-1	24%[12.7 µM]	4%	7%
CCCCCc1c(C)nc(N2CCN(Cc3ccc4c(c3)OCO4)CC2)[nH]c1=O	16%	-17%	0%	-1%	11%	-5	30%	-9%	16%
Cc1c(C)c2cc(Cl)c(OCc3nn[nH]n3)cc2oc1=O	13%	-17%	-2%	?	1%	-10	?	-32%	-1%

From PubChem
